# Bioassay records (PubChem)
# TPT1 inhibitor = inhibitors of Candida albicans tRNA 2'-phosphotransferase TPT1. actives 0.81% (n = 300,000). inhibition, % at 5 µM. recombinant caTPT1, FP RNA substrate dephosphorylation;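 active = inhibition above the mean of all tested compounds plus 3 SD, set per screening campaign, cut at about 24% in these data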;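 also: plate controls were DMSO alone for no effect and ferristatin control at 100 nM for full effect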
# GSTO1 counter = counter-screen for RBBP9 inhibitors: inhibitors of human GSTO1 | inhibition, % at 5.96 µM | AID 1974 | P78417 | actives 1.1% (n = 300,000) | recombinant GSTO1, activity-based probe fluorescence polarization;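 active = inhibition above the campaign mean inhibition plus 3 SD, cut at about 35% in these data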;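 also: 0% = GSTO1-1 with DMSO and 100% = wells lacking GSTO1-1 enzyme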
# PME-1 primary = blocks human protein phosphatase methylesterase 1; AID 2130; actives 0.53% (n = 320,000); inhibition, % at 5.9 µM; recombinant PME-1, FP-Rh probe fluorescence polarization;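 active = inhibition above the campaign mean of all compounds plus 3 SD, cut at about 26% in these data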;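 also: competitive labeling of PME-1 active site by serine hydrolase directed probe; 0% = PME-1 with DMSO and 100% = wells lacking PME-1 enzyme; inhibitors block probe labeling so polarization falls and inhibition rises; many of its hits are not listed in these tables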
# Fam108B counter = blocks mouse Fam108B hydrolase in RBBP9 counter-screen; recombinant Fam108B, FP-Rh probe fluorescence polarization; inhibition, % at 9.51 µM; actives 0.33% (n = 300,000);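 active = inhibition above the screen mean inhibition plus 3 SD, computed separately per campaign, cut at about 18% in these data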;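 also: inhibitors lower polarization as less probe binds the enzyme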
# PAD4 inh = PAD4 (human) enzyme inhibition; recombinant PAD4, RCA probe fluorescence polarization; Q9UM07; inhibition, % at 6.36 µM; actives 0.41% (n = 330,000);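 active = percent inhibition above a cutoff equal to the mean of all tested compounds plus 3 SD, cut at about 15% in these data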;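 also: 0% = PAD4 with RCA probe and DMSO and 100% = probe without PAD4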
# GLD-1 RNA inh = GLD-1-TGE RNA interaction inhibition (C. elegans); inhibition, % at 5.96 µM; purified GLD-1 + fluorescein TGE RNA, fluorescence polarization; actives 0.44% (n = 320,000); Q17339;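 active = percent inhibition above a per-plate cutoff, the plate mean of test compounds plus 3 SD, cut at about 30% in these data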;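 also: 0% = DMSO wells with GLD-1 and probe and 100% = wells lacking GLD-1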
# Target sequence (Q17339 whole entry, looked up): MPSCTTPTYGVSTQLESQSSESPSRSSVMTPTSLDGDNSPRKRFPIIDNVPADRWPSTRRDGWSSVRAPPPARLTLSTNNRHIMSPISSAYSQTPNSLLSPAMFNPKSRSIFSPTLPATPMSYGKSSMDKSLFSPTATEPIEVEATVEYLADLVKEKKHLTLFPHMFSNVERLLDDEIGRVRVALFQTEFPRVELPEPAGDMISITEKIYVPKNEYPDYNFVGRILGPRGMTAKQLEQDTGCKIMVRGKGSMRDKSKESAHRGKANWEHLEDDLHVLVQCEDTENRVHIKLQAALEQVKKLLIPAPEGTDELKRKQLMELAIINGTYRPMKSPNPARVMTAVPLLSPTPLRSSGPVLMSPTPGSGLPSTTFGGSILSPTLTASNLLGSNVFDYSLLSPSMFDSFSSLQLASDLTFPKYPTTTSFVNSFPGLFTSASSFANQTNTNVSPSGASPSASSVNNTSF
# Bcl-xL primary = inhibitors of human Bcl-xL; inhibition, % at 10.9 µM; actives 0.7% (n = 320,000); GST-Bcl-xL / FITC-Bim BH3 peptide fluorescence polarization;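 active = inhibition above the mean of all tested compounds plus 3 SD, cutoff set per campaign, cut at about 30% in these data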;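 also: 0% = DMSO wells and 100% = unlabeled Bim-BH3 peptide competitor; inhibitors lower millipolarization by displacing the labeled peptide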
# MCL1 BIM primary = MCL1-BIM-BH3 interaction inhibition (human); actives 0.68% (n = 320,000); GST-MCL1 / FITC-Bim-BH3 fluorescence polarization; Q07820; inhibition, % at 10.9 µM; AID 2057;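 active = inhibition above the mean inhibition of all tested compounds plus 3 SD, set per campaign, cut at about 40% in these data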;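 also: 0% = DMSO wells and 100% = unlabeled Bim-BH3 peptide control; higher means more loss of mP so more displacement of Bim peptide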
# MEX-5 binding = C. elegans MEX-5 TCR-2 RNA binding activity; Q9XUB2; MEX-5/FITC-TCR2 RNA binding, fluorescence polarization; active compounds read low; activity score (negative = inhibition of binding), % at 10 µM; actives 0.38% (n = 300,000); AID 1832;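 active = inhibition past about -25% in most replicates, and total fluorescence under double the plate's negative control median, limit read from the data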;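 also: 0% = DMSO and -100% = 5 µM competing unlabeled TCR2 RNA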
# Target sequence (Q9XUB2 whole entry, looked up): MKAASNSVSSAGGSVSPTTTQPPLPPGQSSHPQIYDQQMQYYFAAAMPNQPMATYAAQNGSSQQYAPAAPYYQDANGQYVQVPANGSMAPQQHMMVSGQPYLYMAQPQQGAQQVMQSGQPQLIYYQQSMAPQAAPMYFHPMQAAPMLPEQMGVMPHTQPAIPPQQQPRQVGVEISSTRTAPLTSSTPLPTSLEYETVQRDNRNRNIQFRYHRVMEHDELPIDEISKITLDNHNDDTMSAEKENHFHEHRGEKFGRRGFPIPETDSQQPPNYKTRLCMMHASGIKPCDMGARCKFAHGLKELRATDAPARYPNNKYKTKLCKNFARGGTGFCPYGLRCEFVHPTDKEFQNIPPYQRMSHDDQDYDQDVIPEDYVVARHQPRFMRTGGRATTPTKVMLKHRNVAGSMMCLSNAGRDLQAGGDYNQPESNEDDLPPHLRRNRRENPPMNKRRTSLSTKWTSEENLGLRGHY
# * marks the source's active call; other numbers are inactive results; x = not tested or not shown; & = joins results of further samples.
SMILES,TPT1 inhibitor,GSTO1 counter,PME-1 primary,Fam108B counter,PAD4 inh,GLD-1 RNA inh,Bcl-xL primary,MCL1 BIM primary,MEX-5 binding
CC(c1ccccc1)N1C(=O)c2ccc(C(=O)NCc3cccnc3)cc2C1=O (stereo not drawn),2.2,-1.2,-4.5,3.3,0.8,5.0,-1.2,-1.4,1.7
CCN(CC)S(=O)(=O)c1ccc(/C=C/C(=O)Nc2cccc(F)c2)cc1,0.5,-21.7,-38.7,-17.3,2.9,1.1,1.2,-3.3,0.9
CCC(C)(C)NC(=O)Cc1ccccc1OC,-0.2,-5.8,-3.7,-3.5,-4.8,6.0,2.8,-0.2,0.0
COC(=O)N/N=C(\C)c1ccccc1OC(F)F,0.3,2.0,1.5,3.0,-2.4,2.9,2.4,-1.7,-1.1
Cc1cc2ncn(/N=C/c3ccc([N+](=O)[O-])s3)c2cc1C,7.9,15.1,6.6,12.3,-6.7,-1.3,-17.7,-42.4,-1.1
CNC(=O)C(NC(=O)CNC(=O)c1ccc(Cl)cc1)C(C)(C)C (stereo not drawn),1.1,3.3,-3.0,2.8,-7.3,5.5,4.6,3.4,-4.8
Cc1ccc2nc(-c3ccc(NC(=O)COC(=O)c4ccc([N+](=O)[O-])o4)cc3)sc2c1,0.4,4.2,0.9,-6.1,0.7,1.2,8.8,6.1,0.9
O=C(N/N=C1\CCCc2c1[nH]c1ccc([N+](=O)[O-])cc21)c1ccncc1,0.1,-0.8,1.0,-2.5,0.9,1.3,3.6,-1.9,-1.1
CCCCN(CCCC)CCNC(=O)CSCc1ccc(C)cc1,0.7,-6.6,2.8,-2.9,-5.2,-0.1,1.9,8.4,-0.7
CC(=O)N1CCCc2cc(S(=O)(=O)N3CCCC(C(=O)Nc4cc(C)ccc4C)C3)ccc21 (stereo not drawn),0.2,-4.0,-9.2,-0.4,-1.2,-10.5,-1.2,-4.2,-0.7
Cc1ccc(Nc2nc(N)c([N+](=O)[O-])c(N3CCC(C)CC3)n2)cc1C,0.6,-2.6,-2.1,-0.2,-1.9,-1.7,1.2,5.2,-1.9
CC1=CC(C)C(C[N+]2(C)CCCCC2)C(C)C1 (stereo not drawn),-1.4,3.4,7.1,-2.0,-0.4,3.5,-6.4,-1.3,-1.4
COC(=O)Cc1c(C)nc2nc(NCc3cccc([N+](=O)[O-])c3)[nH]n2c1=O,1.2,-3.4,3.2,1.7,3.9,6.9,2.9,2.8,-0.5
COc1ccc(C(C(=O)NCc2ccccc2)N(Cc2ccco2)C(=O)c2snc(C(N)=O)c2N)cc1 (stereo not drawn),-2.7,3.1,-3.7,-6.0,-2.1,-5.2,-2.0,0.8,1.3
O=C(CCN1C(=O)/C(=C/c2ccc(F)cc2)SC1=S)NCCc1ccc(O)cc1,4.2,-29.3,-58.8,-42.3,-33.5,-10.0,2.9,7.8,-2.0
CC(C)N(C(=O)COC(=O)c1ccc(Cl)c(S(N)(=O)=O)c1)C(C)C,0.0,11.2,-1.1,4.1,-8.2,6.3,5.2,0.7,-2.4
CC(NC(=O)c1cccc(F)c1)C(c1cccs1)N1CCN(C)CC1 (stereo not drawn),-2.7,9.2,-5.8,2.3,-0.6,2.6,-1.7,-0.7,0.1
COc1ccc(C(=O)Nc2ccc(N3CCN(C)CC3)cc2)cc1,-2.8,-1.3,-3.4,-1.5,1.9,-1.1,3.5,-3.3,-1.7
COc1ccc(NC(=S)N(CCCN2CCCC(C)C2)Cc2cccs2)cc1 (stereo not drawn),0.9,2.3,-6.2,3.9,-0.2,10.7,1.8,3.5,2.0
CCS(=O)(=O)NCC(c1ccco1)N1CCN(c2ccccc2)CC1 (stereo not drawn),-3.6,2.0,4.7,3.6,4.7,-2.6,3.3,-1.8,1.8
CC(C)CC(CC(C)C)=NNC(=O)c1ccc2c(c1)OCO2,2.1,0.1,-5.1,8.6,-1.0,4.3,1.0,-0.5,0.8
CCOC(=O)c1c(NC(=O)C(=O)N/N=C(\C)c2ccc(OC)cc2)sc2c1CCCCC2,-0.8,-2.5,-3.8,-4.3,-5.3,-7.8,-3.4,-5.6,2.2
Cn1c(SCC(=O)NNC(=O)Cc2ccccc2)nc2ccccc2c1=O,0.7,12.7,-2.0,-3.1,0.0,-2.5,5.5,7.1,-0.7
CC1CC(C)(C)CC2(C1)NC(=O)N(CC(=O)NCCc1ccc3c(c1)OCCO3)C2=O (stereo not drawn),-0.4,5.4,-4.8,-1.6,-1.6,7.2,-3.2,-3.1,-0.7
CCCCC(=O)Nc1ccc(N2CCN(S(C)(=O)=O)CC2)cc1,-5.5,12.3,-1.0,-2.4,-4.2,0.5,4.9,6.8,-2.8
COc1cc(OC)cc(C(=O)Nc2ccc(-n3cnnn3)c(C)c2)c1,-3.0,-0.8,-3.8,-2.8,-5.9,-3.2,-1.3,-2.4,-2.5
O=C(NC1CC1)C1=C[C@@H](c2ccccc2)C[C@@H](OCCCCO)O1,-2.1,3.8,3.2,-3.4,-6.5,2.2,-4.3,-12.4,-0.6
Cc1nc2c(o1)CCc1ccccc1C2N1CCN(C)CC1 (stereo not drawn),-5.8&-0.1,1.8&0.1,3.6&3.4,2.1&6.0,2.1&2.6,9.1&3.7,7.2&9.3,11.1&0.6,-5.5&0.4
CC1CCN(S(=O)(=O)c2ccc3c4c2CC(=O)N4CC(C)S3)CC1 (stereo not drawn),0.7,27.5,-7.0,-0.7,-4.9,-3.0,4.8,7.8,-1.7
O=C(CN1C(=O)NC(Cc2ccccc2)C1=O)Nc1ccccc1 (stereo not drawn),3.6,0.9,-4.5,-4.0,6.1,2.3,2.3,5.2,-1.6
O=C(CN1CCC(n2nnc3cc(C(F)(F)F)ccc32)CC1)Nc1ccc2c(c1)CCC2,1.0,4.1,7.2,-2.3,-0.9,2.2,5.0,-0.1,1.0
O=C(O)CNc1ccc(S(=O)(=O)C(F)(F)F)cc1[N+](=O)[O-],1.3,-3.9,3.6,3.3,0.2,-1.3,3.4,5.2,1.3
O=C(NCCN1CCN(C(=O)c2ccc([N+](=O)[O-])cc2)CC1)C(=O)NCc1ccccc1,-1.0,-0.1,-2.3,0.6,-7.2,0.6,1.0,3.8,-0.8
COc1ccccc1C(=O)N/N=C(\C)c1ccc(NC(=O)C2CC2)cc1,-2.0,4.0,-2.5,2.0,-1.2,2.8,0.9,-4.6,0.9
CCOC(=O)c1ccc(S(=O)(=O)N2CCN(C3CCCC3)CC2)cc1,-4.8,-5.6,-2.8,1.9,2.5,3.1,-2.0,-9.5,-2.0
Cc1ccccc1NCC(=O)Nc1cc(S(=O)(=O)N2CCCCC2)ccc1C,x,x,24.5,x,6.3,-7.2,1.7,0.6,x

# 3 structures from above, arranged by heavy-atom count, low to high.
SMILES,TPT1 inhibitor,GSTO1 counter,PME-1 primary,Fam108B counter,PAD4 inh,GLD-1 RNA inh,Bcl-xL primary,MCL1 BIM primary,MEX-5 binding
Cc1nc2c(o1)CCc1ccccc1C2N1CCN(C)CC1 (stereo not drawn),-5.8&-0.1,1.8&0.1,3.6&3.4,2.1&6.0,2.1&2.6,9.1&3.7,7.2&9.3,11.1&0.6,-5.5&0.4
CCOC(=O)c1ccc(S(=O)(=O)N2CCN(C3CCCC3)CC2)cc1,-4.8,-5.6,-2.8,1.9,2.5,3.1,-2.0,-9.5,-2.0
Cc1ccccc1NCC(=O)Nc1cc(S(=O)(=O)N2CCCCC2)ccc1C,x,x,24.5,x,6.3,-7.2,1.7,0.6,x

# (listing goes on)
SMILES,TPT1 inhibitor,GSTO1 counter,PME-1 primary,Fam108B counter,PAD4 inh,GLD-1 RNA inh,Bcl-xL primary,MCL1 BIM primary,MEX-5 binding
COCCCN1C(=O)c2ccc(C(=O)Nc3cccc(OC)c3)cc2C1=O,0.5,3.0,0.9,0.5,-1.8,3.0,5.9,6.8,3.0
O=C(NC1CC1)C1CCN(S(=O)(=O)c2cc(Cl)ccc2Cl)CC1,0.7,4.8,1.4,2.8,1.6,-0.5,1.2,-4.3,1.7
OCCSc1nc(-c2ccccc2)nc2c1CCC2,-1.9,-2.3,-3.3,-3.4,-1.1,0.4,5.7,-4.6,1.0
COc1cc(C(=O)NCC(c2ccccc2)N(C)C)ccc1OCC(=O)N1CCOCC1 (stereo not drawn),2.3,-1.7,0.5,0.3,1.4,-1.0,-4.0,-5.1,-0.1
Cn1c(C(=O)NCCCN2CCN(c3ccccc3F)CC2)cc2c(=O)[nH]c3ccccc3c21,-0.5,-2.5,4.5,-0.2,2.4,-0.3,3.7,-4.0,-2.4
CCOC(=O)c1[nH]c2cc3c(cc2c1NC(=O)CN1CCC2(CC1)OCCO2)OCO3,3.4,5.5,-3.0,0.1,-0.2,6.5,1.1,-3.7,1.1
CCN(CC)S(=O)(=O)c1cccc(-c2nnc(SCC(=O)NC)n2CCc2ccccc2)c1,-3.4,6.9,-2.6,-6.3,-2.5,2.6,-10.5,-6.5,-0.2
CC(=O)Nc1ccc(NC(=O)C(C)OC(=O)COc2ccc(Nc3ccccc3)cc2)cc1 (stereo not drawn),x,x,8.4,x,0.0,6.5,0.5,5.3,x
COc1ccc(C(=O)OCC(=O)NC(=O)CCSc2ccccc2)cc1,-1.1,7.4,1.0,-1.8,0.5,5.1,4.9,10.4,0.9
CCC(C)NC(=O)CN(c1cc(C)cc(C)c1)S(=O)(=O)c1c(C)[nH]c(=O)[nH]c1=O (stereo not drawn),-4.5,4.2,-7.8,-0.4,1.8,-2.5,4.3,2.1,0.9
Cc1ccc(C)c(N2CCN(C(=O)CC3Sc4ccccc4NC3=O)CC2)c1 (stereo not drawn),0.3,4.9,7.0,5.7,5.4,-14.5,-5.1,-4.5,3.6
O=C(NCc1nc(-c2ccc(Cl)cc2)no1)c1ccco1,0.7,5.0,6.3,1.1,-3.6,-4.2,-0.7,-3.4,-2.5

# Filtered by structure, those above containing a nitro group on carbon
SMILES,TPT1 inhibitor,GSTO1 counter,PME-1 primary,Fam108B counter,PAD4 inh,GLD-1 RNA inh,Bcl-xL primary,MCL1 BIM primary,MEX-5 binding
Cc1cc2ncn(/N=C/c3ccc([N+](=O)[O-])s3)c2cc1C,7.9,15.1,6.6,12.3,-6.7,-1.3,-17.7,-42.4,-1.1
Cc1ccc2nc(-c3ccc(NC(=O)COC(=O)c4ccc([N+](=O)[O-])o4)cc3)sc2c1,0.4,4.2,0.9,-6.1,0.7,1.2,8.8,6.1,0.9
O=C(N/N=C1\CCCc2c1[nH]c1ccc([N+](=O)[O-])cc21)c1ccncc1,0.1,-0.8,1.0,-2.5,0.9,1.3,3.6,-1.9,-1.1
Cc1ccc(Nc2nc(N)c([N+](=O)[O-])c(N3CCC(C)CC3)n2)cc1C,0.6,-2.6,-2.1,-0.2,-1.9,-1.7,1.2,5.2,-1.9
COC(=O)Cc1c(C)nc2nc(NCc3cccc([N+](=O)[O-])c3)[nH]n2c1=O,1.2,-3.4,3.2,1.7,3.9,6.9,2.9,2.8,-0.5
O=C(O)CNc1ccc(S(=O)(=O)C(F)(F)F)cc1[N+](=O)[O-],1.3,-3.9,3.6,3.3,0.2,-1.3,3.4,5.2,1.3
O=C(NCCN1CCN(C(=O)c2ccc([N+](=O)[O-])cc2)CC1)C(=O)NCc1ccccc1,-1.0,-0.1,-2.3,0.6,-7.2,0.6,1.0,3.8,-0.8

# An excerpt (hit frequency here may not be typical).
